# PDI inh – PDI (human) enzyme inhibition | PDI insulin aggregation turbidity, A650, 90 min | actives 0.052% (n = 350,000) | inhibition, % at 10 µM;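 active = mean inhibition across replicates of 30% or more, whatever share of single replicates reach that level; inconclusive = mean inhibition below 30% while every single replicate reaches 30%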;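 note: absorbance from insulin aggregation driven by PDI reduction with DTT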
# Target sequence (P07237 whole entry, looked up): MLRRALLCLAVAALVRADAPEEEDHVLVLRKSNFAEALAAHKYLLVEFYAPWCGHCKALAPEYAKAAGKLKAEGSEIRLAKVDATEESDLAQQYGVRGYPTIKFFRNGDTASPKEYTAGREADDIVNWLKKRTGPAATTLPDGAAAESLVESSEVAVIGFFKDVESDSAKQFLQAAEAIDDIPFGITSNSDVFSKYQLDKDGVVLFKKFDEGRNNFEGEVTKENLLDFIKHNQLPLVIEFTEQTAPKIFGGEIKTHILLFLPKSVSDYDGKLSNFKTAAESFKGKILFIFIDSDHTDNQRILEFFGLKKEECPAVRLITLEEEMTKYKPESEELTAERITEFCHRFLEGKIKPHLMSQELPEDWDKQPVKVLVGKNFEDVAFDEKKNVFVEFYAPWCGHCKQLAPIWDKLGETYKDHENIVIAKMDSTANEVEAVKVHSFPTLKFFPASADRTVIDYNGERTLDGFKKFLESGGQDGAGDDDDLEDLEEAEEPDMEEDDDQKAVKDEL
# ABHD5-PLIN5 inh – ABHD5-PLIN5 protein interaction inhibition. Q00G26+Q8WTS1. Split G. princeps luciferase complementation, luminescence, 4 h. inhibition, % at 4 µM. actives 0.78% (n = 360,000);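 active = inhibition above the mean inhibition across every tested compound plus 3 SD, cut at about 22% in these data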;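 note: 0% = DMSO only wells and the 100% control is not disclosed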
# MC4R barr agon – agonists of human melanocortin 4 receptor (MC4R) beta-arrestin; P32245; U2OS MC4R beta-arrestin complementation, luminescence; percent of melanotan II response, DMSO zero; activation, % at 8.9 µM; actives 0.98% (n = 360,000);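 active = activation above a per-plate cutoff, the mean activation of sample wells on that plate plus 3 SD, cut at about 8% in these data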
# Target sequence (P32245 whole entry, looked up): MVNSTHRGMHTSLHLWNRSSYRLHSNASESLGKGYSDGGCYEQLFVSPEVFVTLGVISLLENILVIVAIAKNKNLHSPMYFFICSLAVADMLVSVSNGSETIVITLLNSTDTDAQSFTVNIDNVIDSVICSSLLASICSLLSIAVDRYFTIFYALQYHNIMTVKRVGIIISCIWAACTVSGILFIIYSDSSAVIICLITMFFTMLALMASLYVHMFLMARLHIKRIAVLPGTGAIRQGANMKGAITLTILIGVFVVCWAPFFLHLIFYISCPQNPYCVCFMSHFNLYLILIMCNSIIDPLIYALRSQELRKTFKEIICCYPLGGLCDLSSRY
# MC4R antagonist – human MC4R antagonism in cAMP assay; MC4R-expressing cells, MTII-stimulated cAMP, LANCE TR-FRET; P32245; actives 0.48% (n = 360,000); inhibition, % at 6.5 µM;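 active = inhibition above its plate's cutoff, the mean of tested wells on that plate plus 3 SD, cut at about 29% in these data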;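 note: 0% = Melanotan II alone and 100% = Melanotan II plus saturating MCL0020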
#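 Test system: U2OS cells stably expressing human melanocortin 4 receptor (MC4R); also added: Melanotan II challenge; compound: 6.5 µM single dose; timing: 30-min compound preincubation, 1-h Melanotan II challenge, 1-h detection, room temperature; signal: Eu-cAMP/anti-cAMP TR-FRET, emission 671 nm; repeats: one well per compound, no replicates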
# CaV13 ICDI inh – Primary screen for inhibitors of IQ motif and Ca2+-dependent inactivation inhibitor domain binding in CACNA1D, Förster resonance energy transfer in living cells, …; AID 743397; HEK cells, CFP/YFP FRET ICDI-IQ, plate reader, 10 min; percent FRET-ratio fall versus neutral wells; inhibition, % at 12.3 µM; actives 0.098% (n = 340,000);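 active = mean replicate inhibition of at least 30% and at least 1% of replicates passing that level; inconclusive = only one of the two criteria is met; inactive = neither criterion is met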;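 note: 0% = median of the neutral control wells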
# N-glyco inh – N-linked glycosylation inhibition. D54 ERlucT glycosylation luciferase reporter, 24 h; percent of 100 nM tunicamycin response. reporter increase, % at 12.5 µM. actives 0.23% (n = 360,000). AID 588692;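 active = mean luciferase reporter signal, scaled so untreated is 0 and the glycosylation-blocking control 100, at or above a set limit in every replicate; inconclusive = mean reaches the limit but not every replicate does; inactive = mean below the limit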;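 note: luciferase carries N-glycosylation sites so blocking glycosylation raises the light; 0% = median of neutral control wells and 100% = median of 100 nM tunicamycin wells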
# m5-HT2A agonist – agonists of mouse serotonin 5-HT2A receptor (HTR2A) | CHO-K1 mHTR2A beta-arrestin complementation, luminescence; percent of 30 µM serotonin response | activation, % at 7.6 µM | actives 0.66% (n = 360,000) | AID 624169;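 active = activation above a run cutoff, the mean activation of all tested compounds plus 3 SD, cut at about 14% in these data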;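 note: 0% = plate median of compound wells and 100% = 30 µM serotonin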
# Cardio protect – modulators protecting cardiomyocytes from myocardial damage. H9c2 cardiomyocytes, H2O2 injury protection, ATPLite, 2 h. protection from H2O2 cell death, % at 20 µM. actives 0.63% (n = 360,000);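 active = compounds giving at least 50% protection of heart cells from peroxide-induced death in the single-dose screen, raw or plate-pattern-corrected value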;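 note: 0% = DMSO wells with peroxide and 100% = DMSO wells without peroxide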
# Exocytosis inh – blocks lytic granule exocytosis | AID 651702 | TALL-104 LAMP-1 surface exposure, flow cytometry; cells stimulated with thapsigargin and PMA | actives 0.66% (n = 360,000) | inhibition, % at 10 µM;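 active = inhibition above about 55%, limit read from the data; inconclusive = no clear call, values can overlap the other calls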
# ABCB6 inh 2 – human ABCB6 transporter inhibition; Q9NP58; K562-ABCB6 porphyrin accumulation, flow cytometry, 1 h; hits give low values; fluorescence ratio to DMSO, % at 10 µM; actives 0.19% (n = 360,000);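 active = fluorescence ratio to DMSO below 75%, the collection mean minus 3 SD; inconclusive = too few cells collected in the well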;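 note: signal is porphyrin accumulated inside mitochondria; 100% equals median channel fluorescence of DMSO control wells; lower ratio means ABCB6 inhibition with less porphyrin fluorescence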
# Active calls of the source: *; ? = inconclusive; · = no result given.
# Preview, seven compounds:
1) COc1cccc(-c2nc(Oc3cccc(C)c3C)c3ccccc3n2)c1O
2) CCOC(=O)C1CCN(C(=O)CSc2cc(=O)n(CC)c3ccccc23)CC1
3) COc1ccc2c(CC(=O)OCC(=O)NC(=O)c3cccn3C)coc2c1
4) Cc1cc(C(=O)OCC(=O)NC2CCC(C)CC2)c(C)o1 (centres undefined)
5) COc1cc(/C=C/C(=O)OCC(=O)N2CCCC2)ccc1OCC#N
6) NC(=O)SCC(=O)Nc1ccccc1C(=O)O
7) CC(O)[C@H]1CN=C(N)N1CCCCC1CCCCC1 (some centres undefined)

Screen / compound no.,1,2,3,4,5,6,7
m5-HT2A agonist,1.9,-0.6,0.0,-0.7,-1.9,5.5,11.9
PDI inh,-3.5,2.2,-0.3,0.2,16.4,4.6,-0.9
CaV13 ICDI inh,-5.2,-8.4,·,-5.0,-4.9,-17.8,-5.4
ABCB6 inh 2,103.0,89.0,103.0,102.0,101.0,97.0,96.0
MC4R antagonist,4.1,5.2,17.1,10.7,-5.1,5.6,3.7
ABHD5-PLIN5 inh,-4.9,3.2,-3.3,0.8,-2.4,-5.0,10.3
N-glyco inh,-1.3,3.3,0.4,1.2,0.7,1.9,-1.4
MC4R barr agon,0.4,-0.8,0.7,0.1,-0.7,0.2,-0.5
Cardio protect,-12.5,7.8,-0.5,-2.8,11.7,4.0,2.8
Exocytosis inh,1.6,-3.9,-4.1,25.3,4.3,-9.2,1.6

# The list itself, previewed entries included:
1) COc1cccc(-c2nc(Oc3cccc(C)c3C)c3ccccc3n2)c1O
2) CCOC(=O)C1CCN(C(=O)CSc2cc(=O)n(CC)c3ccccc23)CC1
3) COc1ccc2c(CC(=O)OCC(=O)NC(=O)c3cccn3C)coc2c1
4) Cc1cc(C(=O)OCC(=O)NC2CCC(C)CC2)c(C)o1 (centres undefined)
5) COc1cc(/C=C/C(=O)OCC(=O)N2CCCC2)ccc1OCC#N
6) NC(=O)SCC(=O)Nc1ccccc1C(=O)O
7) CC(O)[C@H]1CN=C(N)N1CCCCC1CCCCC1 (some centres undefined)
8) Cc1ccc(NC(=O)CSCC(=O)N2CCN(C(=O)c3ccco3)CC2)cc1

Screen / compound no.,1,2,3,4,5,6,7,8
m5-HT2A agonist,1.9,-0.6,0.0,-0.7,-1.9,5.5,11.9,2.1
PDI inh,-3.5,2.2,-0.3,0.2,16.4,4.6,-0.9,-1.3
CaV13 ICDI inh,-5.2,-8.4,·,-5.0,-4.9,-17.8,-5.4,-7.5
ABCB6 inh 2,103.0,89.0,103.0,102.0,101.0,97.0,96.0,91.0
MC4R antagonist,4.1,5.2,17.1,10.7,-5.1,5.6,3.7,-3.3
ABHD5-PLIN5 inh,-4.9,3.2,-3.3,0.8,-2.4,-5.0,10.3,-1.1
N-glyco inh,-1.3,3.3,0.4,1.2,0.7,1.9,-1.4,0.5
MC4R barr agon,0.4,-0.8,0.7,0.1,-0.7,0.2,-0.5,-0.8
Cardio protect,-12.5,7.8,-0.5,-2.8,11.7,4.0,2.8,-3.2
Exocytosis inh,1.6,-3.9,-4.1,25.3,4.3,-9.2,1.6,2.2

9) Cc1c(Cl)cccc1-c1ccc(/C=N/n2cnnc2)o1
10) O=C1C(=Cc2ccccc2O)SC(=S)N1CCCN1CCOCC1
11) CCCCN(C(=O)C(C)N1C(=O)c2ccccc2C1=O)c1c(N)n(CCCC)c(=O)[nH]c1=O (centres undefined)
12) Cc1ccc(C(=O)COc2ncnc3cc(Cl)ccc23)cc1
13) CC(=O)NC1C(=O)N(CCN2CCOCC2)c2ccc(Cl)cc21 (centres undefined)
14) C=CCNc1ncnc2c1ncn2[C@H]1CN(CCOC)C[C@@H](CO)O1
15) CN(CCOc1ccccc1)C(=O)c1cc([N+](=O)[O-])cc([N+](=O)[O-])c1
16) O=C(NCC1COCCO1)c1ccc(OC2CCN(CCc3ccccc3)CC2)cc1 (centres undefined)

Screen / compound no.,9,10,11,12,13,14,15,16
m5-HT2A agonist,-5.0,2.1,1.4,2.7,0.3,-0.3,5.2,-11.2
PDI inh,-2.0,?,-11.6,0.8,1.0,-1.5,0.6,3.3
CaV13 ICDI inh,·,-7.6,-5.0,-4.7,-21.2,-6.6,-2.8,-2.9
ABCB6 inh 2,100.0,99.0,97.0,96.0,99.0,97.0,100.0,97.0
MC4R antagonist,-5.4,5.8,2.5,1.8,5.3,-10.9,18.1,1.8
ABHD5-PLIN5 inh,8.0,-29.7,-1.0,5.7,8.4,-0.6,-2.2,-3.0
N-glyco inh,0.4,-0.5,-0.3,0.5,2.7,1.4,-0.6,-1.1
MC4R barr agon,-0.3,-0.8,2.7,2.7,-1.3,-0.9,0.9,-1.5
Cardio protect,12.4,3.0,2.9,-3.8,-3.4,-2.6,-10.3,-1.5
Exocytosis inh,5.8,16.9,-2.8,-8.4,0.2,-4.6,3.1,-4.3

17) Cc1ccc(CNS(=O)(=O)c2ccc3c(c2)NC(=O)CO3)cc1
18) Cc1cc(S(=O)(=O)Nc2ccc3c(c2)COC3=O)ccc1F
19) Cc1cc(C)cc(SCc2noc(C(=O)NCCN(C)C)c2C(=O)NCCN(C)C)c1
20) Cc1ccccc1N/C(SCc1cccc(Br)c1)=C(/C#N)C(N)=O
21) CCc1cc(C(=O)NNC(=S)Nc2ccccc2C)cs1
22) COc1cc(C(=O)NC2(C(F)(F)F)NC(=O)N(CCCc3ccccc3)C2=O)cc(OC)c1OC (centres undefined)
23) CCOC(=O)C1(CCCc2ccccc2)CCN(C(=O)c2cnc(C)cn2)CC1
24) CCCc1cc(C(=O)N2CCCC(N3CCN(c4ccc(F)cc4)CC3)C2)no1 (centres undefined)

Screen / compound no.,17,18,19,20,21,22,23,24
m5-HT2A agonist,-1.1,4.0,4.4,0.5,-4.5,4.7,-4.0,-6.0
PDI inh,4.1,-5.3,-7.5,-1.1,5.5,1.0,5.7,0.8
CaV13 ICDI inh,-3.4,-6.1,-12.4,-4.3,-3.6,-3.2,3.0,-7.1
ABCB6 inh 2,102.0,95.0,101.0,105.0,101.0,96.0,81.0,103.0
MC4R antagonist,12.1,10.5,9.9,11.5,12.3,0.7,-1.6,0.2
ABHD5-PLIN5 inh,-2.0,-7.5,0.5,-0.7,-2.4,-4.8,0.0,-2.2
N-glyco inh,-0.9,1.0,-1.5,-0.7,-0.1,16.5,0.5,0.1
MC4R barr agon,-2.3,0.0,-0.6,22.5*,-3.0,-1.7,-1.9,0.3
Cardio protect,0.5,-1.2,13.5,-16.1,-8.5,5.6,-2.2,-4.5
Exocytosis inh,-3.6,-1.1,5.2,8.9,0.8,0.9,6.0,3.6

25) COc1cc(C2C=C(C34CC5CC(CC(C5)C3)C4)NC(=S)N2)cc(OC)c1OC (centres undefined)
26) O=C(NCc1nc(-c2ccccc2)no1)c1ccc2c(c1)OCO2
27) N#CCCn1nnc2ccccc21
28) O=C(NNC(=O)C1C2CCCCC21)c1coc(=O)c(Br)c1 (centres undefined)
29) COc1ccc(CNC(=O)CN(Cc2ccccc2Cl)C(=O)c2csnn2)cc1
30) O=C1N[C@H](Cc2ccccc2)COC(=O)[C@H](Cc2ccc(F)cc2)C/C=C\C[C@@H]1CC(=O)N(CCO)Cc1ccccc1
31) CCN1CCN(c2cc(C)c3cc(NC(=O)CCC(=O)N4CCN(c5ccccc5)CC4)ccc3n2)CC1
32) COc1ccc([C@@H](OC)[C@@]2(Cc3ccc(O)cc3)N=C(N)N(C)C2=O)cc1

Screen / compound no.,25,26,27,28,29,30,31,32
m5-HT2A agonist,3.8,3.5,4.4,-4.6,5.2,-6.3,-12.6,-3.9
PDI inh,0.2,-1.8,-4.1,0.3,1.1,3.2,17.3,17.9
CaV13 ICDI inh,·,-5.2,-7.6,-6.1,-5.8,-10.2,-4.0,-9.9
ABCB6 inh 2,104.0,104.0,95.0,98.0,96.0,94.0,99.0,98.0
MC4R antagonist,-3.3,0.4,1.1,2.7,0.5,17.1,0.6,6.4
ABHD5-PLIN5 inh,-14.4,-0.4,4.6,0.3,-0.8,-1.2,-0.3,-2.1
N-glyco inh,-1.3,1.5,1.9,1.0,-2.4,-1.4,-4.4,5.0
MC4R barr agon,-2.1,-0.9,-0.8,-0.8,-2.6,-1.9,1.9,-1.1
Cardio protect,-1.3,-2.3,0.9,1.9,-2.1,-2.1,-11.5,-0.6
Exocytosis inh,7.8,-2.2,0.4,-8.0,2.9,41.6,20.6,-2.1

33) CC1NC(=O)c2cc3ccccc3cc2-n2c1nc1ccccc1c2=O (centres undefined)
34) COc1ccc(/C=C/C(=O)OCC(=O)Nc2ccc(Cl)c(S(=O)(=O)N(C)C)c2)cc1OC
35) O=C1CC(N2CCN(c3nc4ccccc4s3)CC2)C(=O)N1Cc1cccs1 (centres undefined)
36) COc1ccc(C(=O)Nc2cc3c(oc2=O)CCCC3=O)cc1
37) CNc1cncc(-c2ccc(O)cc2C)n1
38) CCC1=C(OC(=O)N(CC)CC)N2C(=O)OC(=NCCc3c[nH]c4ccccc34)[C@]2(Cc2ccccc2)[C@H]2C1=CC[C@H]1C(=O)N(CC(=O)OC)C(=O)[C@H]12
39) CCNC(=O)c1cccc(NC(=O)CN2C(=O)NC3(CCCCC3)C2=O)c1
40) Cn1ccc(C(=O)OCC(=O)Nc2ccccc2Cl)n1
41) CCOc1ccc(-c2nnn(CC(=O)Nc3cccc(OC)c3)n2)cc1OCC

Screen / compound no.,33,34,35,36,37,38,39,40,41
m5-HT2A agonist,-4.3,2.9,0.5,0.6,1.6,3.8,0.0,-5.1,5.9
PDI inh,4.5,-1.4,14.4,1.0,6.4,7.5,5.6,3.5,14.6
CaV13 ICDI inh,-3.8,-5.3,-6.4,-4.4,-5.0,-5.3,-5.8,-7.2,-5.0
ABCB6 inh 2,87.0,97.0,93.0,103.0,97.0,97.0,100.0,98.0,105.0
MC4R antagonist,3.0,2.1,6.3,-0.8,13.4,3.3,5.6,9.8,2.9
ABHD5-PLIN5 inh,-4.6,-1.3,7.7,7.8,4.2,0.4,-8.3,0.6,-4.4
N-glyco inh,0.8,-0.7,0.9,2.0,1.3,-0.8,0.6,3.7,0.3
MC4R barr agon,0.4,1.3,-0.9,-0.1,1.3,2.3,-3.0,-2.2,5.4
Cardio protect,10.8,14.2,-6.7,-7.6,1.3,0.1,-2.2,4.4,-6.1
Exocytosis inh,3.2,-1.9,-1.1,1.2,-4.5,3.3,4.6,-2.9,-5.1

# Screening results as filed in PubChem BioAssay.

# No enrichment for hits; any-hit rate near 4.2%.
